# From PubChem
# EBI2 antag = antagonists of human EBI2 receptor; EBI2 beta-arrestin recruitment, luminescence, 7a,25-OHC stimulated; P32249; AID 651636; inhibition, % at 5 µM; actives 0.81% (n = 360,000); in the data active = inhibition above about 38%;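 also: enzyme fragment complementation signal reports receptor beta-arrestin coupling in cells; 0% = agonist plus DMSO wells and 100% = wells without agonist; some results beyond the cut were filed as inactive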
# Target sequence (P32249 whole entry, looked up, the tested form may be a part): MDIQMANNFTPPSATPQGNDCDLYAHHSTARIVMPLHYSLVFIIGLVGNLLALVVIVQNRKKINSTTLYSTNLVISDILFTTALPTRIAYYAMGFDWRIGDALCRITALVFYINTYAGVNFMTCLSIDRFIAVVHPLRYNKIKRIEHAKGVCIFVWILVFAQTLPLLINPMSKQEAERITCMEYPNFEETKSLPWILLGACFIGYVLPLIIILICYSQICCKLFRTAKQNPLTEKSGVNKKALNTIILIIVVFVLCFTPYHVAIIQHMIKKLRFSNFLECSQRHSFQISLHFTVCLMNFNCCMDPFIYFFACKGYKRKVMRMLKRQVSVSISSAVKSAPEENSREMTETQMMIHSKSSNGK
# * marks the source's active call; other numbers are inactive results. An excerpt; rates above refer to the full screens.
SMILES,EBI2 antag
COCCCNC(=O)C[C@@H]1C[C@@]2(C(=O)OC)CCCCC=C2N(CCC2=CCCCC2)C1=O,-6
CCOC1CCCc2oc(-c3ccc(OC)cc3)c(C#CCCO)c21 (stereo unspecified),6
OC[C@@H]1CN(Cc2ccc(-c3ccccc3)cc2)C[C@H](n2cnc3c(N4CCCC4)ncnc32)O1,-2
O=C(CC[C@H]1O[C@@H](n2cnc3c(NC(=O)c4ccccc4)ncnc32)[C@H](O)[C@@H]1O)NCCCN1CCOCC1,4
CC(NC(=O)C(=O)c1cn(CC(=O)N2CCCC2)c2ccccc12)c1ccccc1 (stereo unspecified),-8
CC(C)c1ccc(C(=O)N2CCCC(c3cc(C(=O)Nc4ccc5c(c4)OCO5)no3)C2)cc1 (stereo unspecified),8
Cc1ccc([C@H]2C[C@H](n3cc(COC(=O)c4ccccc4)nn3)[C@@H](O)CN2C(=O)C2CCCCC2)cc1,8
COCCN(C(=S)Nc1ccc(OC)c(Cl)c1)C1CCN(C(C)=O)CC1,8
CC1(C(=O)N2CCCCC2)CCN1C(=O)Cc1ccc(-c2ccccc2)cc1 (stereo unspecified),10
O=C(Nc1cccc2ccccc12)c1ccc2sc([C@H]3C[C@H](O)[C@@H](CO)O3)nc2c1,1
COc1ccc(N2CCN(C(=O)C(=O)c3ccc(F)cc3)CC2)cc1,0
COc1ccc([C@H]2C[C@H](n3cc(C4CC4)nn3)[C@@H](O)CN2CC2CCCCC2)cc1,15
CCCCNC(=O)C1C(c2ccc(C(F)(F)F)cc2)=Nc2ccccc2N1C(=O)c1cccc(C(F)(F)F)c1 (stereo unspecified),6
CC(=O)OC[C@@H]1CN(Cc2ccccc2)C[C@H](n2cnc3c(NC4CCCC4)ncnc32)O1,10
C[C@@H]1CN([C@H](C)CO)C(=O)c2cc(C3=CCCCC3)cnc2O[C@@H]1CN(C)Cc1ccccc1C(=O)O,-5
COc1ccc(-c2ccc(CN3C(C(C)C)C(=O)N(Cc4cn(CCC5OCCCO5)nn4)CCS3(=O)=O)cc2)cc1OC (stereo unspecified),-4
O=C(O)c1ccccc1-c1ccccc1C(=O)Nc1ccc2c(c1)C(O)c1ccccc1-2 (stereo unspecified),-4
CCc1nc2c(OCC(=O)c3ccc(F)cc3)cccn2c1N(C)C(=O)COc1ccccc1,3
CNC(=O)C[C@H]1C(=O)N(CCc2ccccc2)C[C@@H]1Cc1ccccc1,3
C[C@H](CO)N1C[C@H](C)[C@H](CN(C)S(=O)(=O)c2cccc(F)c2)Oc2ncc(-c3cccc(C(=O)N(C)C)c3)cc2C1=O,5
COc1ccc(NC(=O)C2Cc3c(-c4ccc5c(c4)OCO5)ccnc3O2)cn1 (stereo unspecified),-6
CN(Cc1ccc(Cl)c(Cl)c1)C(C(=O)NCc1ccccc1)c1ccco1 (stereo unspecified),14
Cc1nn(C)c(C)c1/C=C(\C#N)S(=O)(=O)c1ccc(F)cc1,0
O=C(Nc1cccc(-c2cccc(Cl)c2)c1)C1CCN(Cc2nccs2)CC1,0
Cc1cccc(CN2CCN(C3CN(Cc4cn(Cc5cccc(C(F)(F)F)c5)nn4)S(=O)(=O)C3)CC2)c1 (stereo unspecified),2
COc1ccc(NC(=O)C2(C)Cc3c(-c4cccc(NC(C)=O)c4)ccnc3O2)cn1 (stereo unspecified),-12
Cc1cccc(NC(=O)CN(C)C(=O)Cc2ccc(-c3ccccc3)cc2)c1C,7
COc1ccc(-c2[nH][nH]c(=O)c2NC(=O)c2ccccn2)cc1,0
CCc1nc2c(OCc3ccc(C(F)(F)F)cc3)cccn2c1N(C)C(=O)c1ccc(C)cc1,-4
O=C(/C=C/[C@H]1O[C@@H](n2cnc3c(NC(=O)c4ccccc4)ncnc32)[C@H](O)[C@@H]1O)NCC(c1ccccc1)c1ccccc1,-6
O=C(NCCc1ccccc1)c1ccc(S(=O)(=O)N2CCCCC2)cc1,5
C/C=C/c1cnc2c(c1)C(=O)N([C@H](C)CO)C[C@H](C)[C@@H](CN(C)C(=O)CN1CCOCC1)O2,4
CCCCn1c(O)c2n(c1=O)Cc1ccccc1N=C2c1ccc(C)cc1,7
CC(O)(c1ccccc1)c1nc(-c2csc3ccccc23)cs1 (stereo unspecified),24
CN(C)C(CNC(=O)c1cccc(S(=O)(=O)N2CCc3ccccc3C2)c1)c1ccccc1 (stereo unspecified),3
COCCNC(=O)C1(C)CCN(C(=O)COc2ccc(Cl)cc2Cl)C1 (stereo unspecified),2

# Quoted from the listing:
# Under EBI2 antag, COc1ccc(NC(=O)C2(C)Cc3c(-c4cccc(NC(C)=O)c4)ccnc3O2)cn1 (stereo unspecified) has -12
# Under EBI2 antag, COCCNC(=O)C1(C)CCN(C(=O)COc2ccc(Cl)cc2Cl)C1 (stereo unspecified) has 2
# Under EBI2 antag, CCc1nc2c(OCc3ccc(C(F)(F)F)cc3)cccn2c1N(C)C(=O)c1ccc(C)cc1 has -4

# Following part.
SMILES,EBI2 antag
O=c1ccn2c(n1)SC(c1ccccc1)C2 (stereo unspecified),-1
CC1(C)CC(=O)C=C(C(=O)N2CCCC(C(=O)c3cc(F)ccc3F)C2)O1 (stereo unspecified),0
O=C(NCc1ccccc1)C1C(=O)Nc2ccccc2C(=O)N1Cc1ccccc1 (stereo unspecified),1
CC1(C(=O)NS(=O)(=O)C2CC2)CCN(C(=O)CSc2ccccc2)C1 (stereo unspecified),-13
CCC(=O)N(C)C[C@H]1Oc2ncc(C#Cc3cccnc3)cc2C(=O)N([C@@H](C)CO)C[C@@H]1C,-3
O=C(NCc1cccnc1)OC1CC2CC1[C@H]1CCCCN1C2=O (stereo partly specified),-14
CCc1nc2ccc(C(=O)NCCOc3ccc(OC)cc3)cn2c1N(C=O)Cc1ccc(OC)cc1,36
CCNC(=O)Nc1ccc2c(c1)c(=O)n(C)n2CC=C(C)C,-3
COC(=O)c1ccccc1NN=Nc1ccccc1[N+](=O)[O-],-5
Cc1ccc(F)cc1C(=O)N1CCCCC1c1cc(C(=O)NC(C)C)no1 (stereo unspecified),2
COc1ccc(NC(=O)C2(C)Cc3c(-c4cccc(C(N)=O)c4)ccnc3O2)cn1 (stereo unspecified),-8
CC1(Cc2cccc(F)c2)C(=O)Nc2ccc(S(=O)(=O)NC3CCCCC3)cc21 (stereo unspecified),5

# Gathered by group: those above containing two or more sulfur atoms (2)
SMILES,EBI2 antag
CC(O)(c1ccccc1)c1nc(-c2csc3ccccc23)cs1 (stereo unspecified),24
CC1(C(=O)NS(=O)(=O)C2CC2)CCN(C(=O)CSc2ccccc2)C1 (stereo unspecified),-13

# Following part.
SMILES,EBI2 antag
CCCn1c(=S)[nH]c2cc(C(=O)N3CCN(C)CC3)ccc2c1=O,-3
COc1ccc(C(NC(=O)C2CCN(CCc3ccccc3)CC2)c2ccccn2)cc1 (stereo unspecified),8
CNc1cncc(-c2ccc(NS(C)(=O)=O)cc2)n1,-2
COC(=O)C[C@H]1CC[C@@H](NS(=O)(=O)c2ccccc2)[C@@H](CO)O1,-5
COC(=O)c1ccc2nc(-c3cccc(Cl)c3)c(Cc3ccccc3)n2c1,27
N#Cc1ccc(-c2nc3c4ccccc4ccn3c2Cc2ccccc2C(F)(F)F)cc1,8
CCOC1=C2[C@@H](CN(S(=O)(=O)c3ccc(C)cc3)[C@H]2c2cccc3ccccc23)[C@H]2C(=O)N(CC)C(=O)[C@H]2C1,3
CCCN(CCC)Cc1cc(=O)oc2ccc3ccccc3c12,9
COc1cc(OC)cc(C2=Cc3ccc(OC)cc3C(CC(C)=O)N2c2ccc(C#CC3(N)CCCCC3)cc2)c1 (stereo unspecified),-28
CC(C)(C)NC(=O)C(c1ccc(C(F)(F)F)cc1)n1c(=O)c(-c2ccco2)nc2ccccc21 (stereo unspecified),14
CCCCC(=O)NC(c1ccc(OC)cc1)c1ccc2cccnc2c1O (stereo unspecified),4
CCOc1ccc(CN(C)C(=O)c2cccc(S(=O)(=O)Nc3ccccc3OC)c2)cc1OC,5
CCCCN(CCCC)Cc1cc(=O)oc2ccccc12,-8
Nc1nc(=O)n(C2CCC(CO)O2)cc1F (stereo unspecified),-3
CCCS(=O)(=O)NC(=O)C1(C)CCCN(C(=O)c2ccccc2F)C1 (stereo unspecified),-4
CC1(C)Cc2c(cnn2-c2ccc(F)cc2)C(NC(=O)C2=CC(=O)CC(C)(C)O2)C1 (stereo unspecified),-2
COc1ccc(NC(=O)c2ccc(NC(=O)CN3CCN(c4ccccc4OC)CC3)cc2)cc1,13
Cc1nc2c(OCCOc3ccc(F)cc3)cccn2c1N(C)C(=O)CCC1CCCC1,10
Cc1ccc(-c2cnc(C(O)c3c(C)cccc3C)[nH]2)cc1 (stereo unspecified),0
CNC(=O)C1CCC(=O)N1Cc1c[nH]c2ccccc12 (stereo unspecified),-8
O=C1C(=Cc2cccc(Cl)c2)Cc2ccccc21,15
O=C(NCc1ccccc1)C(c1ccccc1)n1c(C2CC2)nc2ccccc21 (stereo unspecified),4
CCCc1ccc2ccc3ccccc3c2n1,-2
O=C(Nc1cccc2cccnc12)c1csc([C@@H]2O[C@H](CO)[C@H](O)[C@H](O)[C@H]2O)n1,8
C[C@@H]1CN([C@H](C)CO)C(=O)c2cc(NC(=O)Nc3ccc(F)cc3)ccc2O[C@@H](C)CCCCO[C@H]1CN(C)S(=O)(=O)c1cccs1,5
CC1=C(C(=O)N(C(C)C)C(C)C)CC(CC(=O)NC2CCCC2)C(=O)N1Cc1ccccc1 (stereo unspecified),4
C[C@@H]1Cc2[nH][nH]c(=O)c2[C@H](c2ccc(Cl)cc2)O1,-8
CC(C)N(C)c1ncnc2c1ncn2[C@H]1CN(C2CCCC2)C[C@@H](CO)O1,0
CCOC(=O)N(C)c1c(CC)nc2c(OCc3ccccc3OC)cccn12,-9
CC(=O)C1=C(O)C(=CC=Cc2ccccc2)OC1=O,4
COc1ccc(CN2C[C@@H](CO)O[C@@H](n3cnc4c(N5CCCC5)ncnc43)C2)cc1,-4
Nc1ccn([C@@H]2O[C@H](CNCc3ccc(-c4cc(C(F)(F)F)ccc4Cl)o3)[C@@H](O)[C@H]2O)c(=O)n1,8
COc1ccc(-c2csc(C(C)(NC(C)=O)c3ccc(OC)cc3)n2)cc1 (stereo unspecified),6
Cc1ccc(-c2c(C#N)c(N)n(-c3ccccc3C)c(=O)c2C#N)cc1,1
O=C1C(N2CCOCC2)=Cc2cccc3cccc1c23,-9
COc1cc(N(C(C)=O)c2ccc(O)c(C(=O)O)c2)c2ncccc2c1,-39
CC(C)(C)OC(=O)N1CCCN(C(c2ccnc3ccccc23)c2nnnn2-c2ccc3c(c2)OCCO3)CC1 (stereo unspecified),10
CC(C)(C)S(=O)N1Cc2cc(C(=O)NCCCN3CCOCC3)nc(-c3cccc(-c4cc5ccccc5o4)c3)c2[C@@H]1CCO (stereo partly specified),32
C[C@H](O)CNC(=O)c1[nH]cnc1C(=O)N[C@@H](C)c1ccccc1,-1
COc1cccc(C(O)c2nc(-c3cccc(NC(C)=O)c3)cs2)c1 (stereo unspecified),-2
NNC(=O)Cc1cc(=O)[nH][nH]1,-16
CC1CC(C)CN(C(C(=O)NC2CCCCC2)c2ccnc3ccccc23)C1 (stereo unspecified),3
COc1ccc2c(c1)C(CC(C)=O)N(c1ccc(-c3cnc(OC)nc3)cc1)C(c1ccsc1)=C2 (stereo unspecified),-27
Cn1c(NCCOc2ccccc2)nc2cc(-c3ccc(F)cc3)sc2c1=O,13
CCc1nc2ccc(C(=O)NC3CCN(Cc4ccccc4)CC3)cn2c1N(CC)Cc1cccc(Br)c1,18
Cc1cc(C)n2c(Nc3c(C)cccc3C)c(-c3ccccn3)nc2n1,-7
COC(=O)c1ccc2nc(-c3ccc(OC)c(OC)c3)c(Cc3cccc(F)c3)n2c1,29
CN1CCN(C(=O)c2ccc(NC(=O)c3ccc(Br)o3)cc2)CC1,-12

# Reprinted from the part before: 4 entries, followed by the next part.
SMILES,EBI2 antag
CCc1nc2ccc(C(=O)NC3CCN(Cc4ccccc4)CC3)cn2c1N(CC)Cc1cccc(Br)c1,18
Cc1cc(C)n2c(Nc3c(C)cccc3C)c(-c3ccccn3)nc2n1,-7
COC(=O)c1ccc2nc(-c3ccc(OC)c(OC)c3)c(Cc3cccc(F)c3)n2c1,29
CN1CCN(C(=O)c2ccc(NC(=O)c3ccc(Br)o3)cc2)CC1,-12
CC(=O)NCCNc1nc(NC(C)C)nc2cc(-c3ccccc3)sc12,12
OC[C@@H]1CN(Cc2ccc(F)cc2)C[C@H](n2cnc3c(NC4CCCC4)ncnc32)O1,8
Cc1[nH]c(=O)[nH]c(=O)c1C=CC(=O)NC(CO)CS(=O)Cc1ccccc1 (stereo unspecified),0
COCCn1c2nc(=O)n(-c3ccccc3)c(=O)c-2nc2ccccc21,-38
CN(C)CC#Cc1cccc(-c2nc(C(=O)O)cc3c2[C@@H](CCO)N(S(=O)C(C)(C)C)C3)c1 (stereo partly specified),-9
CCOC(=O)c1c(C)[nH]c(C(=O)OCC(=O)NCc2ccco2)c1C,-5
COc1ccc(-c2cnc3c(NC(C)=O)cc(-c4ccccc4OC)cn23)cc1OC,24
C[C@H](CO)N1C[C@H](C)[C@H](CN(C)C(=O)c2ccccc2)OCc2ccccc2-c2c(n(C)c3ccccc23)C1=O,-11
COc1ccccc1Cc1c(C2CCCCC2)nc2ccc(Cl)cn12,19
O=C(COc1ccc(Br)cc1)OCC(=O)c1ccc[nH]1,-6
C[C@H]1CN([C@@H](C)CO)C(=O)CCCn2cc(nn2)CO[C@@H]1CN(C)C(=O)c1ccncc1,-3
C[C@@H]1CN([C@@H](C)CO)C(=O)CCCn2cc(nn2)CO[C@H]1CN(C)S(=O)(=O)c1ccc(Oc2ccccc2)nc1,-1
CCc1nc2c(OCC(=O)C(C)(C)C)cccn2c1N(C)C(=O)C(C)C,-7
Cc1ccc(Cc2c(-c3ccc(Cl)cc3)nc3c(Cl)cc(C(F)(F)F)cn23)cc1,5
CC(C)N1CCC1(C)C(=O)Nc1cc(-c2ccccc2)nn1C (stereo unspecified),4

# Three of the compounds above, with bars between the fields:
compound | EBI2 antag
COCCn1c2nc(=O)n(-c3ccccc3)c(=O)c-2nc2ccccc21 | -38
CN(C)CC#Cc1cccc(-c2nc(C(=O)O)cc3c2[C@@H](CCO)N(S(=O)C(C)(C)C)C3)c1 (stereo partly specified) | -9
CCOC(=O)c1c(C)[nH]c(C(=O)OCC(=O)NCc2ccco2)c1C | -5
